PERK inh: block of dimerizer-induced PERK translation repression, primary screen, PERK inhibitor project, CHO PERK-DD cells, SEAP luminescence, HTS; Eukaryotic translation initiation factor 2-alpha kinase 3 (Homo sapiens), Q9NZJ5; CHO PERK-DD fusion, SEAP luminescence translation reporter; inhibition, % at 5.6 µM; 220,000 compounds, 0.17% hits;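 active = inhibition above the mean inhibition of all tested compounds plus 3 SD, set separately per screening campaign, cut at about 2.9% in these data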;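 also: PERK kinase domain activated by AP20187 dimerizer at 100 nM; 0% = DMSO with dimerizer and 100% = rapamycin at 8.4 µM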
S1P4 ag: S1P4 receptor agonists, primary screen, cell-based; activation, % at 4.98 µM; Sphingosine 1-phosphate receptor 4 (Homo sapiens), O95977; AID 1509, 2009; 220,000 compounds, 0.35% hits; S1P4-expressing cell line, agonist reporter assay; in the data active = activation above about 11%;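 also: 0% = DMSO vehicle and 100% = reference agonist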
EP2 modulator: EP2 receptor modulators, cAMP readout, primary screen, cell-based, HTRF cAMP, PGE2 stimulation | 260,000 compounds, 0.83% hits | induction, % at 25 µM | AID 940, 2007 | Prostaglandin E2 receptor EP2 subtype (Homo sapiens), P43116 | EP2-expressing cells, cAMP HTRF FRET, PGE2 co-stimulation;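 active = compounds whose cAMP rise, as percent of the full-agonist control response, exceeds 60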;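 also: rat C6 glioma line stably carrying human EP2 under a CMV promoter; the protocol text gives 20 µM as final concentration; 100% = response of wells given 1 µM PGE2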
Target sequence (P43116 whole entry, looked up): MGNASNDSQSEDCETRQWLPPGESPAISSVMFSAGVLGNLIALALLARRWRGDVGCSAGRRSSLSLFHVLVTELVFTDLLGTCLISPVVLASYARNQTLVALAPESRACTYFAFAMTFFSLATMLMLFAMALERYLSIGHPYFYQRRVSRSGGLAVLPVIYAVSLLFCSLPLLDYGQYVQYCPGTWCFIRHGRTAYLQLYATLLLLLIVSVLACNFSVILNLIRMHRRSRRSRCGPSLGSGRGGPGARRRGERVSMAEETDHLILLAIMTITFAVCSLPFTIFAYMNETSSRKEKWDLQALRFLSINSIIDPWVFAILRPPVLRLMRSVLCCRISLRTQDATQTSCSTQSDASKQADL
TRPML3 agonist: human TRPML3 channel agonists, primary screen, cell-based, HEK293 TRPML3-YFP, Fluo-8 calcium fluorescence, 3 µM. Mucolipin-3 (Homo sapiens), Q8TDD5. 220,000 compounds, 0.29% hits. 100% = the carbachol control signal. activation, % at 3 µM;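 active = activation above its plate's cutoff, the mean activation of the plate's test wells plus 3 SD, cut at about 12% in these data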;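 also: 0% = DMSO only wells and 100% = carbachol wells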
Target sequence (Q8TDD5 whole entry, looked up): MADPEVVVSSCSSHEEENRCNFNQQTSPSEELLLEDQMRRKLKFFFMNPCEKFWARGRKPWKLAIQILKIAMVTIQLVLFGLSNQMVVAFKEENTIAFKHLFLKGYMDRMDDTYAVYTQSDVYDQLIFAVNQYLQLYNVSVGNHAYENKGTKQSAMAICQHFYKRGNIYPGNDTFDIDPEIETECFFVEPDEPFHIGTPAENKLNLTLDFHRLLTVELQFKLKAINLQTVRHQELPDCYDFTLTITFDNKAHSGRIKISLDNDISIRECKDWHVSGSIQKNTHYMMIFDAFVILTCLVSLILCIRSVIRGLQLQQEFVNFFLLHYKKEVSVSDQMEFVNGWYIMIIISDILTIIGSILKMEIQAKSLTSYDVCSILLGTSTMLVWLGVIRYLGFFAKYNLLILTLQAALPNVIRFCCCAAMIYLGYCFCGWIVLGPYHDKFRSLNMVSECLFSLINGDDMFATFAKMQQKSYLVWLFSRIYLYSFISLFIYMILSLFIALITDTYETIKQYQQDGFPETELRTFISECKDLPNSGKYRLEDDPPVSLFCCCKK
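Material: TRPML3-YFP stable HEK293 cells | Dosing: One concentration, 3 µM nominal, 0.3% DMSO | Timing: 125 s total fluorescence read per well | Technique: Fluo-8 calcium dye fluorescence, ex 470-495, em 515-575 nm | Measure: Percent activation from peak-to-basal fluorescence ratio, scaled between DMSO and carbachol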
BaF3 parental: parental Ba/F3 cell viability inhibition, counter-screen for JAK2V617F inhibitor project, murine pro-B, CellTiter-Glo luminescence; CellTiter-Glo ATP luminescence; 220,000 compounds, 1.1% hits; inhibition, % at 5.6 µM;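 active = inhibition above a per-campaign cutoff, the mean inhibition of all tested compounds plus 3 SD, cut at about 27% in these data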;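 also: 0% = DMSO wells and 100% = JAK Inhibitor I control wells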
zfTRPN1 agonist: zebrafish TRPN1 channel agonists, primary screen, cell-based, HEK293, calcium fluorescence | transient receptor potential cation channel N1 (TRPN1/NompC), Danio rerio | HEK293 zebrafish TRPN1-YFP, Fluo-8 calcium fluorescence; 100% = response to 87 µM carbachol | activation, % at 3 µM | 220,000 compounds, 0.18% hits;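 active = activation above its plate's cutoff, the mean activation of test wells on that plate plus 3 SD, cut at about 19% in these data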;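 also: 0% = DMSO alone and 100% = 87 µM carbachol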
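Assay system: Zebrafish TRPN1-YFP in HEK293 cells | Incubation: Dye loading 1 h at 37 °C, then 30 min room temperature | Measured by: Kinetic Fluo-8 fluorescence, ex 470-495, em 515-575 nm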
S1P4 antagonist: S1P4 receptor antagonists, primary screen, cell-based | inhibition, % at 4.98 µM | 220,000 compounds, 0.26% hits | S1P4-expressing cells, antagonist mode, reporter read-out | AID 1510, 2009 | Sphingosine 1-phosphate receptor 4 (Homo sapiens), O95977; in the data active = inhibition above about 29%;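 also: 0% = wells stimulated with agonist and 100% = vehicle wells without agonist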
m-calpain inh: inhibitors of pig calpain II, primary screen, biochemical, fluorogenic peptide substrate, 1536-well; purified calpain II, 30 min; inhibition, % at 16 µM; 220,000 compounds, 0.37% hits; AID 1236, 2008;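 active = inhibition above about 50%, limit read from the data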
Ba/F3 V617F tox: reduced viability of JAK2V617F-dependent Ba/F3 cells, primary screen, JAK2V617F inhibitor project, cell-based, Ba/F3 EpoR-JAK2V617F, luminescence; 220,000 compounds, 1.1% hits; ATP luminescence; AID 1446, 2008; inhibition, % at 5.6 µM;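 active = inhibition above the campaign mean plus 3 SD over all tested compounds, cut at about 24% in these data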;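 also: cytokine-independent growth of Ba/F3 cells driven by EpoR plus mutant JAK2; 0% = DMSO-treated cells and 100% = JAK inhibitor I control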
* = called active by the depositor; i = inactive; & = joins results of further samples.

SMILES	PERK inh	S1P4 ag	EP2 modulator	TRPML3 agonist	BaF3 parental	zfTRPN1 agonist	S1P4 antagonist	m-calpain inh	Ba/F3 V617F tox
COc1ccc(OC)c(/C=N/NC(=O)CNC(=O)c2ccc(S(=O)(=O)N3CCCC3)cc2)c1	0.2	0.4	-27.2	0.9	6.3	0.5	-3.2	i	-1.8
Cc1cc(C(F)(F)F)n2nc(-c3cccs3)cc2n1	1.4	-0.9	30.6	0.3	0.7	-1.4	0.5	13.9	-2.1
COCc1c(C(=O)N/N=C/c2cccc3ccccc23)nnn1-c1nonc1N	-0.1	-0.7	-35.6	0.2	2.2	-0.6	-9.8	-101.1	-1.5
NC(=S)Nc1cccc(-c2n[nH]c(=S)o2)c1	0.2	0.9	-0.5	-0.3	-4.3	0.8	-7.3	-18.2	-1.2
COC(=O)c1ccccc1NC(=O)Nc1cc(C)cc(C)n1	0.9	-2.5	11.3	0.0	5.5	1.8	-6.6	-48.9	3.6
CC(=C/c1ccccc1)/C=N/NC(=O)c1cccs1	-0.6	-0.2	30.6	-0.1	2.4	-0.6	2.1	6.6	-2.5
CC(C)(C)C1=NN=C2c3ccccc3C(=O)C21 (stereo not given)	0.4	-0.3	-4.7	0.4	2.1	-0.9	-2.7	15.2	-5.0
COC(=O)c1cn(CC(=O)N2CCCCCC2)c2ccccc12	0.4	-0.3	-37.1	1.0	-2.5	-2.1	-17.3	22.6	-1.6
Cc1nc(N2CCOCC2)c(C#N)c(C)c1Br	0.0	0.3	34.6	0.6	2.1	-1.0	-14.2	-34.6	-1.2
CC(=O)Nc1ccc(C(=O)Nc2ccc(S(=O)(=O)NCC3CCCO3)cc2)cc1 (stereo not given)	1.5	-0.1	-19.0&-33.6	0.5	3.9	1.6	-21.0	-18.2	-2.4
CCOC(=O)C1=C(C)N(CCCCCC(=O)O)C(=O)NC1c1ccccc1OC(=O)c1cccs1 (stereo not given)	0.2	1.7	8.9	0.2	1.7	0.5	-9.0	-23.8	-5.2
C/C(CC(=O)N1CCN(C=O)CC1)=N\NC(=O)c1ccc(Br)cc1	0.4	2.5	1.7	1.3	10.6	2.0	-9.8	25.7	6.3

The closing three compounds of the part above come first, to join the parts:
SMILES	PERK inh	S1P4 ag	EP2 modulator	TRPML3 agonist	BaF3 parental	zfTRPN1 agonist	S1P4 antagonist	m-calpain inh	Ba/F3 V617F tox
CC(=O)Nc1ccc(C(=O)Nc2ccc(S(=O)(=O)NCC3CCCO3)cc2)cc1 (stereo not given)	1.5	-0.1	-19.0&-33.6	0.5	3.9	1.6	-21.0	-18.2	-2.4
CCOC(=O)C1=C(C)N(CCCCCC(=O)O)C(=O)NC1c1ccccc1OC(=O)c1cccs1 (stereo not given)	0.2	1.7	8.9	0.2	1.7	0.5	-9.0	-23.8	-5.2
C/C(CC(=O)N1CCN(C=O)CC1)=N\NC(=O)c1ccc(Br)cc1	0.4	2.5	1.7	1.3	10.6	2.0	-9.8	25.7	6.3
O=C(c1ccc(Br)o1)N1CCN(c2ncccn2)CC1	0.0	2.9	2.9	-0.2	0.0	-1.5	-9.5	-7.3	-3.5
COCCNC(=O)CSc1nc2nc(C)cc(C)n2n1	1.1	-1.1	20.8	0.8	-1.3	2.6	3.3	-7.2	-1.6
Cc1cccc(OCc2nc(-c3nonc3N)no2)c1C	0.2	-1.6	-3.2	-0.4	5.0	-0.9	-3.7	-16.3	0.2
N#Cc1cc(N)ccc1-n1cccc1	1.0	0.9	13.3	0.1	-4.5	0.5	4.0	-6.7	4.9
Cc1ccc(N2C(SCC(=O)O)=NC(=Nc3cccc(C)c3)C23CCCC3)cc1	1.1	-0.2	-6.5	1.2	3.0	-0.4	11.2	2.1	2.6
CC(=O)c1cc2c(cc1NC(=O)c1cccc(S(=O)(=O)N3CCN(C)CC3)c1)OCO2	-0.1	0.5	-16.4	0.9	8.1	2.5	1.4	-80.5	-1.5
CCOC(=O)C1=NNC(C(=O)c2ccccc2)C1c1ccc(C)cc1 (stereo not given)	0.3	-0.7	-18.1	-0.7	-0.7	-1.0	0.8	6.0	2.0
Cc1ccn2cc(-c3cccc(NC(=O)c4cccs4)c3)nc2c1	-0.6	-0.1	-91.4	-0.1	8.0	-0.1	-10.7	40.6	5.0
COC(=O)c1ccc(NC(=O)CNCc2ccncc2)cc1	1.1	0.2	12.9	1.1	3.6	0.8	-15.4	-20.5	0.2
Cc1cccc(NC(=O)CN(c2ccc(C(C)C)cc2)S(=O)(=O)c2c(C)nn(C)c2C)n1	-0.7	2.0	9.1	-1.5	7.3	-0.9	-14.7	-4.1	1.6
CC(=O)Oc1cccc2c1C(=O)c1c(OC(C)=O)cc(C(=O)O)cc1C2=O	0.0	1.9	19.7&-13.7	0.4	10.1	1.2	-4.5	26.8	5.3
N/C(=N\OC(=O)c1ccc(F)cc1)c1ccc(Br)cc1	0.5	-1.8	-23.1	-0.1	8.7	0.0	-9.1	26.7	5.0
O=C(CSc1nnc(CNC(=O)c2cccs2)o1)NCC1CCCO1 (stereo not given)	1.1	-0.7	19.4	1.1	7.4	0.3	-5.8	5.1	3.5
O=C(c1ccc(Cl)c(S(=O)(=O)Nc2ccccc2C(=O)N2CCc3ccccc3C2)c1)N1CCc2ccccc2C1	-0.2	1.0	-1.6	0.3	10.1	-1.6	-20.2	-15.7	0.9
O=C(NCCOc1ccccc1)c1cc2ccccc2o1	1.0	0.9	-17.5	-0.7	5.2	-0.7	1.4	-22.6	-1.7
CCSC1=NCCN1C(=O)C(C)(C)Oc1ccc(Cl)cc1	-1.1	-0.6	33.0	-0.2	-1.9	0.6	-2.8	3.2	5.0
O=C1CN(C(=O)COC(=O)CNC(=O)c2ccc(Br)o2)c2ccccc2N1	1.7	-0.9	11.0	0.5	4.7	-0.8	2.5	1.1	-0.9
CCOC(=O)c1sc(=S)n(C)c1NC(=O)c1ccc(OC)cc1	0.8	0.8	-0.8	-0.3	2.4	-0.3	6.5	4.0	-6.3
O=S(=O)(NCc1cc(-c2ccc(Cl)cc2)no1)c1ccccc1	-0.4	-0.3	-11.9	1.3	5.9	1.4	0.1	-21.9	-2.2
O=C(NC(=S)NCCOCc1ccc(Cl)cc1)c1cccnc1	-0.4	1.2	-24.1	0.4	1.1	0.0	-15.5	2.5	-1.0
NC(=O)c1ccccc1NS(=O)(=O)c1ccc2c(c1)OCCO2	0.0	0.6	9.6	0.8	4.5	0.4	-17.5	-432.7	0.1
CCOc1ccc2nc(NC(=O)CSc3nc(SC)ns3)sc2c1	0.0	-0.2	13.2	0.6	0.2	2.0	-8.9	10.0	-2.0
CCN(C(=O)COC(=O)c1cc([N+](=O)[O-])ccc1N1CCCCC1)C1CCS(=O)(=O)C1 (stereo not given)	-0.8	1.2	32.8	1.1	1.8	-0.2	-18.4	-4.2	-2.4
O=C(NCc1ccc(Cl)cc1)C(=O)N/N=C/c1ccc(Br)cc1	1.3	0.7	-16.4	0.5	-1.5	-0.3	-33.0	19.9	-3.6
CCN1CCN(C(=O)C2(NC(=O)Nc3ccccc3Cl)CCCCC2)CC1	0.1	2.5	16.1	0.6	3.4	-1.2	1.7	14.8	-3.3
COC(=O)C12CCC(C)(c3nc4ccccc4nc31)C2(C)C (stereo not given)	-0.4	-1.6	17.4	0.8	7.2	-0.3	-15.6	-17.2	1.1
CCc1cccc(NC(=O)CN(C)S(=O)(=O)c2cnc[nH]2)c1	-0.6	1.8	1.1	-0.1	4.5	2.3	-5.0	-1.8	-0.1
CCCSc1nc(N)c(C#N)c(-c2ccc(C)cc2)c1C#N	0.0	0.6	38.5	0.6	2.1	0.4	-2.6	-3.1	1.7
Cc1ccc(-n2nc(C(=O)NCc3ccco3)c3c4ccccc4n(C)c3c2=O)cc1	-0.3	0.1	25.3	1.1	9.8	0.9	-5.9	-77.8	0.5
Cc1ccc(C(=O)Nc2ccc([N+](=O)[O-])cn2)o1	0.3	0.2	0.8	0.2	4.8	0.4	-2.4	16.9	1.2
CCc1c(C)sc(NC(=O)/C=C/c2ccc3c(c2)OCO3)c1C(=O)OC	1.1	-1.5	3.8	-0.1	1.5	-0.2	-22.0	-16.4	-2.8
CSc1ncccc1C(=O)Nc1ccc(S(=O)(=O)Nc2nccs2)cc1	1.0	0.1	3.9	0.5	4.1	-0.8	3.4	-0.1	-3.1
Cc1ccc(S(=O)(=O)N(CC(=O)NCCSc2ccccn2)c2cc(C)cc(C)c2)cc1	0.2	1.4	41.3	-0.1	4.2	-2.4	2.7	43.8	0.0
COc1ccc(CNC(=O)CSCc2cccc(Cl)c2)cc1	0.0	-3.8	0.6	-0.8	7.3	-1.1	-10.2	25.8	0.4
O=C1CC(c2ccc(F)cc2)Cc2nc(NCC3CCCO3)ncc21 (stereo not given)	-0.3	0.3	-8.6	-0.1	1.9	-0.9	2.5	-0.6	-1.5
CN(C)c1ccc(/C=N/N=C(N)N)cc1[N+](=O)[O-]	-0.3	0.9	-63.1	-0.5	7.4	2.3	-0.9	37.1	2.9
CCOC(=O)c1ccc(NC(=O)CCSCCc2ccccn2)cc1	1.5	-0.6	-19.4	2.8	1.2	0.6	-5.3	-24.4	-0.6
O=C(NCCO)c1cc2ccccc2cc1O	-0.3&1.2	-2.5&0.2	-14.2&-12.9	0.7&0.4	2.6&1.3	0.1&2.1	-2.0&-10.9	-70.9&-25.0	-1.0&5.1
Cc1cc(=O)oc2cc(OCc3ccc(C(=O)N4CCN(c5ccccc5)CC4)cc3)ccc12	-0.9	0.1	-0.2	0.3	6.0	-0.7	-4.5	-356.1	0.3
O=C(NC(=S)Nc1ccccc1N1CCN(C(=O)c2ccccc2)CC1)c1cccs1	-0.5	1.9	6.0	0.2	2.1	-0.1	-5.2	-1.1	-3.8
Cc1cc(C)cc(OCC(=O)Nc2ccc(N3CCN(S(C)(=O)=O)CC3)cc2)c1	-0.5	-1.7	24.9&-2.2	1.4	3.8	1.2	-5.8	0.2	-1.5
O=C(N/N=C/c1c[nH]c2c1ccc1ccccc12)c1ccc([N+](=O)[O-])cc1	0.9	0.3	-3.2	0.4	-4.3	-0.6	-1.0	28.8	-5.5
CCCCC(=O)Nc1ccc(C(=O)N2CCN(C)CC2)cc1	0.2	-1.4	-1.0	-0.1	6.6	0.5	-13.1	4.4	2.3
Cc1no[n+]([O-])c1COc1ccccc1/C=N/n1nnnc1N	0.6	-0.5	-6.3	0.6	1.4	1.5	-6.8	-25.4	-0.9

From PubChem
